Source: PubChem BioAssay (National Center for Advancing Translational Sciences (NCATS))
Menin MLL FP TR – qHTS Assay for Inhibitors Targeting the Menin-MLL Interaction in MLL Related Leukemias: Competition With Texas Red Labeled MLL-derived Mutant Peptide. O00255. Menin + Texas Red MLL mutant peptide, fluorescence polarization. Potency, µM (top dose mostly 61.6 µM), for inactives: at the top dose FP activity change, negative = inhibition, hits mostly inhibitors. hit rate 0.23% among 270,000. AID 1768, 2009; active = well fitted inhibition curve with a large enough effect in the polarisation, with a control signal flat, not every such curve was filed as active; inconclusive = small, poorly fitted or top-dose-only effect, or effect the other way, or a change in a side signal; inactive = no such curve, though single readings can be large or run the other way; the % refers to the polarisation; note: potency is the fitted concentration of half-maximal effect; % of control where 0% means no effect; many of its hits are not listed in these tables
ELG1 genotoxic – qHTS screen for small molecules that induce genotoxicity in human embryonic kidney (HEK293T) cells expressing luciferase-tagged ELG1; Potency, µM (series often up to 46 µM), without a hit: top-dose activity change, positive = activation, actives largely listed as activators; HEK293T ELG1-luciferase reporter, luminescence, 16 h; AID 504466, 2011; hit rate 1.3% among 330,000; note: potency is the fitted concentration of half-maximal effect; % of control where 0% means no effect; nearly all actives have a fitted effect of over 60% in size
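Screening used a luciferase reporter fused to human ELG1 in HEK293T cells. Luminescence was read on a CCD plate imager after 16 hr exposure and 30 min ONE-Glo incubation.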
BRCA1 expr up – qHTS Assay to Identify Small Molecule Activators of BRCA1 Expression. hit rate 1.1% among 380,000. Potency, µM (top dose mostly 46.1 µM), without a hit: at the top dose activation, usual class: activators. AID 624202, 2012. MCF7-BRCA1-FFLuc reporter, luminescence, 48 h; response scale: scaled: vehicle 0%, 10 µM genistein 100%; note: potency is the fitted concentration of half-maximal effect; nearly all actives have a fitted effect of over 80% in size; some results filed as inactive show a strong effect at the top dose
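Luminescence from a BRCA1-driven firefly luciferase in MCF7 cells was read after 48 h compound exposure at 37 C. Data normalized against DMSO and a 10microM genistein activation control, then curve-fitted across the titration.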
RORg inh – qHTS for inhibitors of ROR gamma transcriptional activity. Drosophila S2 Gal4-RORgamma UAS-luciferase reporter, 20 h. Nuclear receptor ROR-gamma (Mus musculus), P51450. Potency, µM (series often up to 53.6 µM), for inactives: at the top dose activity change, negative = inhibition, hits mostly inhibitors. hit rate 5.4% among 310,000; note: potency is the fitted concentration of half-maximal effect; % is set by controls: 0 for no effect and ±100 for the full control effect; nearly all actives have a fitted effect of over 60% in size
Target sequence (P51450 whole entry, looked up, the tested form may be a part): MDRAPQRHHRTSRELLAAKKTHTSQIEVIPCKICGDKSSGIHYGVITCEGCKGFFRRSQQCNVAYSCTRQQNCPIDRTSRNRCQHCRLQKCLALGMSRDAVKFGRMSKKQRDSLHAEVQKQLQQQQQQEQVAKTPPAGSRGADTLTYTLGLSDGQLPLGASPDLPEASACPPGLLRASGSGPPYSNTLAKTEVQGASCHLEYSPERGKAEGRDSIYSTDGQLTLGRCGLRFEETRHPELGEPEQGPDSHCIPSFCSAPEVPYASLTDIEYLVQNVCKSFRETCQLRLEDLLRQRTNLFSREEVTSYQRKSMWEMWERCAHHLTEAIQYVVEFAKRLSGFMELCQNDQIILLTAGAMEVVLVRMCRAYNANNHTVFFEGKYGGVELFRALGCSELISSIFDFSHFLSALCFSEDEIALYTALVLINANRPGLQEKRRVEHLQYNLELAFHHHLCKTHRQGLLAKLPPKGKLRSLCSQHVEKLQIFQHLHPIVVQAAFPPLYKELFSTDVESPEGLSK
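ROR gamma transcriptional activity was tracked as Gal4-UAS luciferase output in stably transfected Drosophila Schneider cells, with compound added 1 hr before 700 uM copper sulfate induction and a 20 hr ambient-temperature incubation.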
Rab9 promoter act – qHTS Assay for Rab9 Promoter Activators; AID 485297, 2010; Potency, µM (top dose mostly 9.22 µM), inactives show at the top dose activation, negative = inhibition, actives largely listed as activators; Huh7 Rab9 promoter-luciferase reporter, luminescence, 24 h; hit rate 2.8% among 320,000; note: potency is the fitted concentration of half-maximal effect; % of control where 0% means no effect; nearly all actives have a fitted effect of over 60% in size
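Huh7 cells stably carrying a Rab9 promoter-luciferase reporter, 1500 cells per well in OP-MEM I with 10% FBS, treated with compound 24 hours at 37C. Luciferase activity read by luminescence after 10 minutes with Amplite reagent.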
p53 reactivation – qHTS assay for re-activators of p53 using a Luc reporter; H1299 p53-A138V BP100-luciferase reporter, luminescence, 24 h; Potency, µM (doses to about 92.2 µM), for inactives: at the top dose activity change, positive = activation, usual class: activators; hit rate 0.063% among 320,000; AID 504706, 2011; note: potency is the fitted concentration of half-maximal effect; % of control where 0% means no effect; nearly all actives have a fitted effect of over 45% in size
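p53-null H1299 cells stably carrying temperature-sensitive p53-A138V and a BP100-luciferase reporter were pinned with compounds (4-point, 1:5 series) and held 24 hrs at 37 deg C. Luminescence was read 10 min after detection reagent.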
NPC1 prom act – qHTS Assay for NPC1 Promoter Activators. Huh7 NPC1 promoter luciferase reporter, 24 h. Potency, µM (series often up to 9.22 µM), for inactives: at the highest dose activation, actives largely listed as activators. hit rate 2.4% among 320,000. AID 485313, 2010;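 note: potency is the fitted concentration of half-maximal effect; % of control where 0% means no effect; nearly all actives have a fitted effect of over 60% in size; reporter is driven by a mutant NPC1 promoter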
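Readout is luciferase luminescence, reflecting NPC1 promoter activation in stably transfected Huh7 cells after 24 h compound exposure at 37 °C in reduced-serum medium with 10% FBS.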
PKM2 act – qHTS Assay for Activators of Human Muscle isoform 2 Pyruvate Kinase. Pyruvate kinase PKM (Homo sapiens), P14618. purified PKM2, Kinase-Glo ATP luminescence, activation; response scale: 0% is enzyme alone, no compound. Potency, µM (top dose mostly 57.5 µM), for inactives: at the highest dose activation, hits mostly activators. hit rate 0.34% among 260,000. AID 1631, 2009; note: potency is the fitted concentration of half-maximal effect; % is set by controls: 0 for no effect and ±100 for the full control effect; nearly all actives have a fitted effect of over 55% in size
Target sequence (P14618 whole entry, looked up, canonical isoform): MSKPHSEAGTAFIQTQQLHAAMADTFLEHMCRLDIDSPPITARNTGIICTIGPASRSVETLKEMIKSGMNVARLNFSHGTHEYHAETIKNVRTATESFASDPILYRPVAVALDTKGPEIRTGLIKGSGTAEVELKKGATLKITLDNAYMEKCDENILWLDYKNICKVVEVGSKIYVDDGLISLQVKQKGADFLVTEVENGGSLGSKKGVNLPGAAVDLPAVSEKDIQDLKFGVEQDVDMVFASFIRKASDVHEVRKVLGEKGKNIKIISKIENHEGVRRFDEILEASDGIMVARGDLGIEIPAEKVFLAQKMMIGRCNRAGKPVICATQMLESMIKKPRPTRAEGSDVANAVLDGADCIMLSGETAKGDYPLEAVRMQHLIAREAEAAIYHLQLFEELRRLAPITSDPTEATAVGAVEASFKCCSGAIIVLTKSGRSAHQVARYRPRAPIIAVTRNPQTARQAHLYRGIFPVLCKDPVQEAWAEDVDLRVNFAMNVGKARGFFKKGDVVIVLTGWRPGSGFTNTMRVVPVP
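hPK-M2, >95% pure; 0.1 mM ADP / 0.5 mM PEP final; imidazole pH7.2 buffer w/ 7 mM MgCl2, 50 mM KCl; 1 h RT; Kinase-Glo lum. Intermediate enzyme activity for dual inhibitor/activator qHTS.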
Giardia kill – Small Molecules that selectively kill Giardia lamblia: qHTS; Giardia lamblia trophozoite viability; hit rate 0.15% among 340,000; activity change, % at 7.66 µM, hits read low; in the data active = activity change below about -80%; inconclusive = between about -30% and that limit;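 note: parasites exposed to compound for two days anaerobically before the ATP read; % is set by controls: 0 for no effect and ±100 for the full control effect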
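Viability, read as ATP luminescence: trophozoites at 100 cells/well, compound added, 48 hrs anaerobic at 37 deg C, then 15-30 min room-temperature development before reading.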
Gal4-VP16 FLuc – VP16 counterscreen qHTS for inhibitors of ROR gamma transcriptional activity. hit rate 3.5% among 310,000. AID 2546, 2010. Potency, µM (doses to about 53.6 µM), for inactives: top-dose activity, negative = inhibition, actives largely listed as inhibitors. Drosophila S2 Gal4-VP16 UAS-luciferase, luminescence, 20 h;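 note: Gal4-VP16 expression switched on by copper sulfate through the metallothionein promoter; potency is the fitted concentration of half-maximal effect; % is set by controls: 0 for no effect and ±100 for the full control effect; nearly all actives have a fitted effect of over 50% in size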
FLuc counter – qHTS profiling assay for firefly luciferase inhibitor/activator using purifed enzyme and Km concentrations of substrates (counterscreen for miR-21 project) | Luciferin 4-monooxygenase (Photinus pyralis), P08659 | purified FLuc, Km substrates, luminescence inhibition | Potency, µM (doses to about 57.5 µM), for inactives: at the highest dose activity change, negative = inhibition, most hits filed as inhibitors | hit rate 6.9% among 360,000;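 note: potency is the fitted concentration of half-maximal effect; plate controls were vehicle for no effect and reference inhibitor for full effect; nearly all actives have a fitted effect of over 55% in size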
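Purified P. pyralis luciferase (10nM final) with 10uM D-luciferin and 10uM ATP (Km levels) in 50mM Tris acetate pH 7.5, 10mM Mg acetate, 0.01% Tween-20, 0.05% BSA; qHTS 6-point titration, ~60 µM downward; luminescence read.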
* = called active by the depositor; ? = inconclusive; nt = no result given; & = joins results of further samples. Unless noted, calls come from the whole dose curve; as a rule, active = well fitted curve in the direction sought with a large enough effect; inconclusive = small, poorly fitted or top-dose-only effect, or another doubt; inactive = no such curve, though single readings can be large; an effect the other way counts as inactive or inconclusive. The list is partial; the hit share may differ from the screen's.

SMILES | Menin MLL FP TR | ELG1 genotoxic | BRCA1 expr up | RORg inh | Rab9 promoter act | p53 reactivation | NPC1 prom act | PKM2 act | Giardia kill | Gal4-VP16 FLuc | FLuc counter
CCOc1ccc(S(=O)(=O)N2CCC(C(=O)N3CCc4ccccc4C3)CC2)cc1 | -1% | -8% | -27% | 42% | -6% | -6% | -1% | 0% | 4 | -8% | -2%
O=C(NCCCn1ccnc1)C(=O)NCC(c1ccco1)N1CCN(c2ccc(F)cc2)CC1 (configuration not stated) | -7% | -7% | -30% | 17% | -10% | 0% | 0% | 1% | -18 | 1% | 6%
O=C(Nc1ccccc1N1CCOCC1)c1ccc(Cl)nc1 | 10% | 2% | -64% | 6% | -2% | 2% | 15% | 2% | 0 | -10% | -1%
Cc1c(C(=O)N2CCN(c3ccccc3)CC2)sc2ncnc(N3CCC(C)CC3)c12 | ? | -1% | nt | 6% | -5% | -5% | -1% | 1% | nt | -6% | 4%
COc1ccc(OCCSc2ncn[nH]2)cc1 | -2% | 13% | 58% | -19% | ? | -4% | ? | -1% | 12 | ? | 13µM*
Fc1ccccc1COc1ccccc1CNCc1ccncc1 | -27% | -2% | 0% | 17% | -3% | -5% | 2% | 1% | 2 | -10% | 2%
CC(C)Cc1nc(SCC(=O)N2CC(C)OC(C)C2)c2c(=O)n(C)c(=O)n(C)c2n1 (configuration not stated) | nt | -6% | 1% | -2% | -1% | 4% | 0% | nt | -6 | 5% | 4%
O=C(COC(=O)/C=C/c1ccccc1)NCC1CCCO1 (configuration not stated) | -2% | 0% | 3% | 19% | 3% | 1% | -11% | -1% | -5 | 6% | -3%
CCn1cnc2sc(C)c(C)c2c1=O | -1% | -1% | nt | 34% | -3% | -5% | 0% | 4% | nt | 14% | 6%
COc1ccc(CCNC(=O)c2cc(-c3ccc(C)c(C)c3O)n[nH]2)cc1OC | ? | -13% | -26% | -38% | 0% | -2% | -1% | -1% | 2 | 3% | ?
COC(=O)c1ccccc1NC(=O)C1CC(c2ccc(F)cc2)=NO1 (configuration not stated) | 16% | 1% | 1% | 12% | -4% | -26% | -2% | 2% | 4 | -2% | 3%
COc1ccc(C(=O)NCCS(=O)(=O)N2CCOCC2)cc1 | nt | 3% | -6% | nt | 3% | 2% | -5% | nt | -2 | nt | -3%
CCCC(=O)Nc1ncnc2c1ncn2[C@@H]1O[C@@H]2COP(=O)(O)O[C@H]2[C@H]1OC(=O)CCC | -6% | 16% | -1%&16% | -12%&3%&3% | 0% | -6% | 1% | 2% | -18&7 | -1%&-7%&0% | -1%
CC(NS(=O)(=O)c1ccc2c(c1)C(=O)c1cc(S(=O)(=O)NC(C)C(=O)O)ccc1-2)C(=O)O (configuration not stated) | 0% | -1% | 6% | -14% | -10% | 5% | -4% | nt | 2 | -11% | -1%
CSc1ccc(S(=O)(=O)N(CC(=O)NCc2ccccn2)c2ccc(C)cc2)cc1 | -7% | 3% | -11% | -40% | 0% | 3% | 2% | -2% | -6 | 2% | 1%
COc1ccccc1C(=O)Nc1ccccc1C(=O)N1CCCC1 | 9% | -13% | -10% | 8% | -6% | -7% | -4% | 1% | 2 | 2% | 6%
COC(=O)C1CC(O)CN1S(=O)(=O)c1ccc2ccccc2c1 (configuration not stated) | nt | -1% | 8% | nt | -1% | -1% | -3% | nt | 1 | nt | 6%
C=C(C)CSc1cc(C)c(C#N)c2nc3ccccc3n12 | 1% | -8% | 0% | ? | 2% | 5% | -1% | ? | -15 | 4µM* | ?
COc1cc(OC)cc(C(=O)Nc2ccccc2S(=O)(=O)N2CCCC2OC(C)=O)c1 (configuration not stated) | -25% | 0% | -24% | -4% | -2% | -3% | -6% | nt | -10 | -7% | 1%
Cn1c(=O)c2c(nc(SCc3nc(N)nc(N4CCCCC4)n3)n2C)n(C)c1=O | 0% | -9% | 43% | -23% | -7% | -7% | -3% | 7% | 18 | -7% | -2%

Another view of 4 compounds above.
COc1ccc(OCCSc2ncn[nH]2)cc1
  Menin MLL FP TR: -2%	ELG1 genotoxic: 13%	BRCA1 expr up: 58%	RORg inh: -19%	Rab9 promoter act: ?	p53 reactivation: -4%	NPC1 prom act: ?	PKM2 act: -1%	Giardia kill: 12	Gal4-VP16 FLuc: ?	FLuc counter: 13µM*

O=C(NCCCn1ccnc1)C(=O)NCC(c1ccco1)N1CCN(c2ccc(F)cc2)CC1 (configuration not stated)
  Menin MLL FP TR: -7%	ELG1 genotoxic: -7%	BRCA1 expr up: -30%	RORg inh: 17%	Rab9 promoter act: -10%	p53 reactivation: 0%	NPC1 prom act: 0%	PKM2 act: 1%	Giardia kill: -18	Gal4-VP16 FLuc: 1%	FLuc counter: 6%

COC(=O)C1CC(O)CN1S(=O)(=O)c1ccc2ccccc2c1 (configuration not stated)
  Menin MLL FP TR: nt	ELG1 genotoxic: -1%	BRCA1 expr up: 8%	RORg inh: nt	Rab9 promoter act: -1%	p53 reactivation: -1%	NPC1 prom act: -3%	PKM2 act: nt	Giardia kill: 1	Gal4-VP16 FLuc: nt	FLuc counter: 6%

CC(NS(=O)(=O)c1ccc2c(c1)C(=O)c1cc(S(=O)(=O)NC(C)C(=O)O)ccc1-2)C(=O)O (configuration not stated)
  Menin MLL FP TR: 0%	ELG1 genotoxic: -1%	BRCA1 expr up: 6%	RORg inh: -14%	Rab9 promoter act: -10%	p53 reactivation: 5%	NPC1 prom act: -4%	PKM2 act: nt	Giardia kill: 2	Gal4-VP16 FLuc: -11%	FLuc counter: -1%

(list continues)
SMILES | Menin MLL FP TR | ELG1 genotoxic | BRCA1 expr up | RORg inh | Rab9 promoter act | p53 reactivation | NPC1 prom act | PKM2 act | Giardia kill | Gal4-VP16 FLuc | FLuc counter
COc1ccc2c(c1)OC1=C(C(=O)CCC1)C2C1=C(O)CCCC1=O (configuration not stated) | 6% | -1% | 3% | 11µM* | 0% | 4% | 1% | 4% | -8 | 10% | 1%
O=c1[nH]cnc2c1c(-c1ccccc1)cn2-c1ccc(Br)cc1 | 1% | -1% | -48% | -4% | -4% | -17% | -5% | 0% | -8 | -23% | 4%
Cc1ccccc1NC(=S)N(C)Cc1cccs1 | 1% | 0% | 0% | ? | 14% | 9% | 0% | -1% | 0 | 2% | 0%
CC1CN(C(=O)COC(=O)c2cc(Cl)ccc2[N+](=O)[O-])CC(C)O1 (configuration not stated) | -8% | 1% | -9% | -1% | 0% | 6% | -6% | -9% | -11 | 1% | 0%
CN(CC(=O)Nc1cccc(F)c1)C(=O)c1cn(-c2ccccc2)nc1-c1ccc(Cl)cc1 | nt | -9% | -72% | nt | -1% | 3% | -9% | nt | 16 | nt | -9%
N#Cc1cccc(NC(=O)COC(=O)c2cccc(N3C(=O)c4ccccc4C3=O)c2)c1 | ? | 1% | 6% | ? | -6% | 4% | -6% | 5% | 21 | -7% | -7%
Cc1cccc(-n2cccc2)c1C#N | 2% | -1% | 3% | -1% | 2% | -20% | -5% | 1% | -5 | -7% | 6%
CN(C(=O)Cc1c(C(=O)O)n(C)c2ccccc12)c1ccc(Cl)cc1 | -15% | 0% | -18% | 0% | 1% | -2% | 1% | nt | -18 | 5% | 1%
CC(C)(C)Cc1nnc(NC(=O)CN2C(=O)c3ccccc3C2=O)s1 | 16% | 2% | 0% | -7% | -2% | 3% | 1% | 2% | -9 | 5% | -2%
CCc1nccn1CCC(=O)N1CCCC(Nc2ccc(F)cc2)C1 (configuration not stated) | -1% | -3% | 8% | -24% | 1% | 5% | 0% | -10% | 25 | -12% | 1%
CCCCCn1c(SCCN2CCOCC2)nc2c1c(=O)[nH]c(=O)n2C | -25% | 2% | 5% | 15% | -2% | -2% | 0% | 1% | -1 | -4% | 4%
CC(C)OC(=O)CCc1nc2ccccc2[nH]c1=O | 15% | 1% | 1% | ? | -1% | -13% | -6% | 3% | -6 | 4% | 5%
